Assay outcomes: PubChem BioAssay, National Center for Advancing Translational Sciences (NCATS)
ELG1 DNA repair = inhibitors of ELG1-dependent DNA repair in HEK293T cells. HEK293T ELG1-luciferase reporter, luminescence, 16 h; DNA damage induced by 5-fluorouridine. Potency, µM (top dose mostly 46.1 µM), without a hit: at the highest dose activity change, negative = inhibition, most hits filed as inhibitors. actives 2.3% (n = 330,000). AID 504467; also: potency is read from the fitted curve at half-maximal effect; % is scaled to controls: 0 for no effect and ±100 for the full control effect; nearly all actives have a fitted effect of over 55% in size
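Reporter activity after DNA damage by 5-fluorouridine is monitored. Compound-treated cells incubate 16 hr at 37 °C, then ONE-Glo is added for 30 min before luminescence reading.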
TCR act = T cell receptor activation; primary human leukocytes, anti-CD3, IL-2 HTRF, 48 h; Potency, µM (series often up to 9.22 µM), for the others: top-dose activation of IL-2 secretion, usual class: activators; 330,000 tested, under 10 active; AID 504894; also: % of control where 0% means no effect
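Primary human leukocytes receive a-CD3 beads and test compound and are incubated 48 hr. Secreted IL-2 is then assayed by HTRF, measuring 665nm acceptor emission after 320nm excitation of the europium donor.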
AT treatment = potential ataxia-telangiectasia treatment | […] A-T fibroblasts, KAP-1 phosphorylation AlphaLISA; neocarzinostatin DNA damage 30 min before lysis | actives 0.19% (n = 320,000) | Potency, µM (doses to about 57.5 µM), for the others: at the highest dose activation, most hits filed as activators; also: potency is read from the fitted curve at half-maximal effect; % of control where 0% means no effect; nearly all actives have a fitted effect of over 45% in size
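hTERT-immortalized A-T patient fibroblasts ([…]), 500 cells/well in OPTI-MEM, 1% FBS, got compounds for 60 min, then NCS for 30 min at 37C. Lysates were then assayed for phospho-KAP-1 by AlphaLISA (anti-pKAP1 donor, anti-KAP1 acceptor beads), 6 hr at 25C.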
p53 reactivation = restores transcriptional activity of mutant p53; actives 0.063% (n = 320,000); Potency, µM (doses to about 92.2 µM), inactives show at the highest dose activity change, positive = activation, hits mostly activators; H1299 p53-A138V BP100-luciferase reporter, luminescence, 24 h; also: potency is read from the fitted curve at half-maximal effect; % of control where 0% means no effect; nearly all actives have a fitted effect of over 45% in size
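p53-null H1299 cells stably carrying temperature-sensitive p53-A138V and a BP100-luciferase reporter were pinned with compounds (4-point, 1:5 series) and held 24 hrs at 37 deg C. Luminescence was read 10 min after detection reagent.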
TRPV1 ag = human TRPV1 agonism; TRPV1-expressing cells, Fluo-8 calcium influx, agonist mode; actives 0.19% (n = 320,000); AID 540275; Q8NER1; activation, % at 8.33 µM; in the data active = activation above about 80%; inconclusive = between about 30% and that limit; also: 0% is about no effect
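Cells expressing TRPV1 were dye-loaded with Fluo-8 and read kinetically: 10 s baseline, 3 min after compound (agonist portion), then 2 min after EC20 capsaicin (allosteric enhancer portion). Calcium-bound dye fluorescence at 480/520 nm.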
B2AR arrestin = agonists driving beta-arrestin recruitment to human beta2-adrenergic receptor; beta-arrestin recruitment to beta2AR, cell-based reporter; P07550; AID 492947; actives 0.02% (n = 330,000); Potency, µM (top dose mostly 46.1 µM), without a hit: at the top dose activation, actives largely listed as activators;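 also: potency is read from the fitted curve at half-maximal effect; 0% = DMSO controls and full agonism = EC100 isoproterenol or metaproterenol; nearly all actives have a fitted effect of over 65% in size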
Target sequence (P07550 whole entry, looked up): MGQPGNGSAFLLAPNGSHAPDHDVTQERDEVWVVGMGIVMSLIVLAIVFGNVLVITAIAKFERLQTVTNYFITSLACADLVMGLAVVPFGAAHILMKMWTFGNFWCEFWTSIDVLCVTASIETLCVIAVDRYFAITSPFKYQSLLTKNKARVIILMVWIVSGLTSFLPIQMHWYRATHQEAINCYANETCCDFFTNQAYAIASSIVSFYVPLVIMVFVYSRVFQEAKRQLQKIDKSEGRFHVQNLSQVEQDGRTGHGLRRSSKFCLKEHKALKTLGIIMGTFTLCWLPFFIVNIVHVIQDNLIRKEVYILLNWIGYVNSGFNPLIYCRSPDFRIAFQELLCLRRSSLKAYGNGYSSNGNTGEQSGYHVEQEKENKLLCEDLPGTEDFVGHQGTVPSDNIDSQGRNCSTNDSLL
MLL CXXC-DNA inh = blocks binding of human MLL CXXC domain to DNA. Q03164. MLL-CXXC / FITC-HOXA9 DNA fluorescence polarization. Potency, µM (series often up to 115 µM), for the others: top-dose activity change, negative = inhibition, usual class: inhibitors. actives 0.037% (n = 290,000). AID 2662; active = well fitted inhibition curve with a large enough effect in the polarisation, with a control signal flat, not every such curve was filed as active; inconclusive = small, poorly fitted or top-dose-only effect, or effect the other way, or a change in a side signal; inactive = no such curve, though single readings can be large or run the other way; the % refers to the polarisation; also: potency is read from the fitted curve at half-maximal effect
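Steps: dispense CXXC domain solution (7 uM) → pin compounds or unlabeled HOX-A9 DNA control → 5 min ambient → add FLSN-HOX-A9 solution (50 nM) → spin → 30 min ambient → fluorescence polarization. Tris pH 7.5/NaCl/DTT/BSA buffer.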
BRCA1 expr up = activators of BRCA1 expression; Potency, µM (top dose mostly 46.1 µM), for inactives: at the highest dose activation, usual class: activators; MCF7-BRCA1-FFLuc reporter, luminescence, 48 h; response scale: scaled: vehicle 0%, 10 µM genistein 100%; AID 624202; actives 1.1% (n = 380,000); also: potency is read from the fitted curve at half-maximal effect; nearly all actives have a fitted effect of over 80% in size; some results filed as inactive show a strong effect at the top dose
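Luminescence from a BRCA1-driven firefly luciferase in MCF7 cells was read after 48 h compound exposure at 37 C. Data normalized against DMSO and a 10microM genistein activation control, then curve-fitted across the titration.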
PTAP TSG101 blk = blocks PTAP/TSG101 interaction to inhibit HIV-1 budding; Q99816; Fluorescence polarization, FITC-PTAP peptide / Tsg101 binding; 340,000 tested, under 10 active; Potency, µM (highest dose often 115 µM), without a hit: at the highest dose activity change, negative = inhibition, hits mostly inhibitors; active = well fitted inhibition curve with a large enough effect in the main read-out, with a control signal flat, not every such curve was filed as active; inconclusive = small, poorly fitted or top-dose-only effect, or effect the other way, or a change in a side signal; inactive = no such curve, though single readings can be large or run the other way; also: potency is read from the fitted curve at half-maximal effect; % of control where 0% means no effect
Target sequence (Q99816 whole entry, looked up): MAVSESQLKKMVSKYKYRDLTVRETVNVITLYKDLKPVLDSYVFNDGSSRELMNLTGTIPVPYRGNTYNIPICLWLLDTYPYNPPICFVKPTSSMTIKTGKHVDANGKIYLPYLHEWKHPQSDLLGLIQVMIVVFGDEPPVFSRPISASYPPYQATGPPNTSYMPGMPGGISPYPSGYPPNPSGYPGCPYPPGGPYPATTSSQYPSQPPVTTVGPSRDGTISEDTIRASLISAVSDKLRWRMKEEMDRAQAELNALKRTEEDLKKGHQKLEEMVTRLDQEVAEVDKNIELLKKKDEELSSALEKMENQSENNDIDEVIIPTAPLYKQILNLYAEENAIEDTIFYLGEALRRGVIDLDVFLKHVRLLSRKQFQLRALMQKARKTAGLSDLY
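Fluorescence polarization binding of Tsg101 binding domain (10 uM final) to FITC-labeled PTAP peptide (50 nM final) in HEPES pH 7.5 buffer with NaCl, Tween 20, EDTA, TCEP. Compounds added before peptide; binding 20 min at RT.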
Integrin act MD = integrin-mediated muscular dystrophy alleviation activation. alpha7betagal myoblasts, beta-gal FDG fluorescence, 48 h. Potency, µM (series often up to 38.3 µM), inactives show top-dose activation, hits mostly activators. actives 0.064% (n = 350,000);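 also: potency is read from the fitted curve at half-maximal effect; 100% = response of the positive control SU9516; nearly all actives have a fitted effect of over 60% in size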
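alpha7betagal+/- myoblasts (passage 13, 250/well) treated 48 h at 37C with compounds at 1:260 dilution of DMSO stock. Lysed, then beta-galactosidase activity read as FDG fluorescence (ex 480/em 540) after 30 min, with pre-read for autofluorescence.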
* hit, by the source's call; ? = inconclusive; / = not tested or not shown; & = joins results of further samples; [ ] = dose if it differs, or a comment. Unless noted, calls follow the shape of the dose curve; as a rule, active = well fitted curve in the direction sought with a large enough effect; inconclusive = small, poorly fitted or top-dose-only effect, or another doubt; inactive = no such curve, though single readings can be large; an effect the other way counts as inactive or inconclusive.

SMILES | ELG1 DNA repair | TCR act | AT treatment | p53 reactivation | TRPV1 ag | B2AR arrestin | MLL CXXC-DNA inh | BRCA1 expr up | PTAP TSG101 blk | Integrin act MD
O=S(=O)(c1ccc(F)cc1)N1CCN=C1SCc1cccc(F)c1 | 1% | -5% | 10% | 1% | 3 | 0.3% | -3% | -23% | -4% | 44%
Cc1ccc(NC(=O)[C@H](CC(C)C)NC(=O)[C@@H]2Cc3ccccc3CN2)cc1 | ? | 10% | 15% | 11% | 3 | 0.3% | ? | 5% | -1% | -12%
C[C@]12CC[C@@H]3c4ccc(O)cc4CC[C@H]3[C@@H]1CC[C@@H]2OC(=O)CCC(=O)O | 13% | -6% | -21% | -4% | 1 | 0.0% | 9% | -3% | -4% | /
COc1cc(C(=O)N/N=C/c2sc(=O)n(-c3ccccc3)c2Cl)cc(OC)c1OC | -7% | 6%[46.1 µM] | -5% | 9% | -10 | 0.2% | 26% | -9% | -2% | -42%
CCN(CC)c1ccc(N2C(=O)CSC2=S)cc1 | 16% | 4% | -8% | -1% | 13 | -0.7% | 14% | -20% | -2% | -13%
O=C(Nc1ccc2c(c1)C(=O)OC2)c1ccc(C(F)(F)F)cc1 | 0% | -3% | 2% | 8% | 28 | 0.5% | 0% | 7% | -1% | 2%
O=C(CCc1ccccc1)Nc1nc2c(F)cc(F)cc2s1 | ? | -2% | 0% | 15% | 2 | -0.4% | 5% | 10µM* | -5% | 5%
NS(=O)(=O)c1ccc(CCNC(=O)CSc2nc3ccccc3c(=O)n2CCN2CCOCC2)cc1 | 10% | 1% | 1% | -7% | -2 | -0.4% | 8% | 0% | -2% | ?
CN(C)c1ccc(-c2ccc3c(=O)c4ccccc4n(C)c3c2)cn1 | ? | 1% | 12% | / | 17 | 1.1% | 15% | ? | 0% | 26%
COc1ccc(F)cc1CSc1nnnn1-c1ccc(O)cc1 | 0% | -6% | 9% | -4% | 1 | -0.2% | 5% | -38% | -2% | -5%
NC(=S)NC(=O)/C=C/c1ccccc1 | ? | -3% | -2% | ? | -2 | 0.1% | 9% | 64% | -3% | 0%
CC1CCN(C(=O)CSc2nnc(-c3ccc(S(=O)(=O)N4CCOCC4)cc3)n2C)CC1 | -14% | 5%[46.1 µM] | -3% | -5% | 0 | 0.3% | 0% | -10% | -13% | 15%
CCCCN1C(N)=NC[C@@H]1Cc1ccccc1 | / | 0% | / | / | / | / | / | -1% | 1% | 23%
O=C(CNC(=O)c1ccccc1)NC1(C(=O)NC2CCCC2)CCCCC1 | -5% | -1% | -1% | 4% | -1 | -0.1% | -16% | -3%[1.84 µM] | -8% | -4%
CCOC(=O)C1CCCN(C(=O)c2cccc(N3C(=O)c4ccccc4C3=O)c2)C1 (stereo unspecified) | 4% | / | -2% | 2% | 6 | 0.2% | / | 1% | -5% | 17%
Cc1ccccc1Nc1nc(N)nc(CSc2nnc(-c3ccccc3)n2C)n1 | -2% | 2% | 10% | 6% | -2 | -1.4% | -7% | -1% | 0% | -17%
COc1ccc(N(CC(=O)NCc2ccc3c(c2)OCO3)C(=O)c2csnn2)cc1 | ? | 19% | -9% | 6% | 1 | -0.3% | -5% | 48% | 1% | ?
COc1ccc(CC(NC(C)=O)C(=O)NC2CCN(C(=O)c3cnccn3)CC2)cc1 (stereo unspecified) | 0% | -1% | -10% | 3% | 0 | 3.0% | -3% | 1% | 2% | 4%
COc1cc(OC)c2c(c1)C(=O)OC2OC (stereo unspecified) | 3% | 6% | -5% | -1% | 2 | -0.6% | -2% | -25% | 2% | 36%
CC(=O)Nc1nonc1NC(C)=O | -4% | 0% | 5% | 7% | -1 | -0.1% | -5% | -1% | -4% | 12%
CN/N=C/c1ccc(C#N)cc1 | -5% | 5% | -9% | 0% | 4 | 0.0% | 5% | -11% | 0% | 55%
O=C(Nc1ccccc1)C1=C[C@H](c2ccc3c(c2)OCO3)C[C@H](OCc2ccc(CO)cc2)O1 | -9% | 3% | -14% | 13% | 1 | -1.0% | 7% | -1% | -5% | 23%
CNC(=O)c1sc(-c2cccnc2)nc1C | 19% | -1% | -10% | -1% | 2 | -0.3% | -5% | 8% | -1% | 11%
Cc1cc(C)c(S(=O)(=O)N2CCC3(CC2)OCCN3S(=O)(=O)c2cccs2)c(C)c1 | ? | 2% | 2% | 0% | 3 | -1.0% | / | -50% | 1% | 13%
Cc1c(NC(=O)C(C)N2C(=O)c3ccccc3C2=O)c(=O)n(-c2ccccc2)n1C (stereo unspecified) | 2% | -4% | 1% | 1% | / | -0.5% | 1% | -23% | -1% | 17%

Overlap with the part before: 2 compounds, then new ones.
SMILES | ELG1 DNA repair | TCR act | AT treatment | p53 reactivation | TRPV1 ag | B2AR arrestin | MLL CXXC-DNA inh | BRCA1 expr up | PTAP TSG101 blk | Integrin act MD
Cc1cc(C)c(S(=O)(=O)N2CCC3(CC2)OCCN3S(=O)(=O)c2cccs2)c(C)c1 | ? | 2% | 2% | 0% | 3 | -1.0% | / | -50% | 1% | 13%
Cc1c(NC(=O)C(C)N2C(=O)c3ccccc3C2=O)c(=O)n(-c2ccccc2)n1C (stereo unspecified) | 2% | -4% | 1% | 1% | / | -0.5% | 1% | -23% | -1% | 17%
Cc1c(NC(=S)NC(=O)C2CCCCC2)c(=O)n(-c2ccccc2)n1C | -4% | 3%[46.1 µM] | 3% | -7% | -7 | -0.2% | 14% | -23% | -1% | -15%
Cc1cccc(NC(=O)Cn2c(C)c(C#N)c3ccccc32)c1C | -24% | 2% | -1% | 2% | 0 | -0.8% | -4% | 1% | 0% | 13%
COc1ccccc1C(=O)Nc1ccc2c(c1)nc1n2CCN(Cc2ccccc2)C1 | ? | 3% | 3% | 2% | 16 | 0.5% | 40%[activator] | -18% | -1% | 0%
CCOc1ccc(NC(=O)CCNS(=O)(=O)c2cccc3nsnc23)cc1 | 15% | -1% | 1% | 4% | -1 | 0.1% | 6% | -2%&13% | -5% | 6%
Cc1cccc(-c2nnc(-c3ccccc3)o2)c1 | ? | 2% | 2% | 11µM* | 27 | -0.4% | -5% | 72% | -8% | 2%
CN1C(=O)CC(NNC(=O)c2ccccc2)C1=O (stereo unspecified) | 0% | 2% | 6% | -6% | -4 | -0.2% | -10% | 9% | -5% | -6%
CC(=O)Nc1ccc(S(=O)(=O)N2CCN=C2SCc2ccc([N+](=O)[O-])cc2)cc1 | ? | 7% | 8% | -8% | 1 | -1.0% | 2% | -61% | -4% | -33%
C/C=C\C=C\C(=O)N1CC2(CC(c3cccc(NC(=O)CC(c4ccccc4)c4ccccc4)c3)=NO2)C[C@H]1C(N)=O (stereo partly specified) | -16% | 1% | 6% | -1% | 3 | 0.1% | 1% | -17% | 0% | -30%
Cc1nc(C(=O)NNC(=O)c2c(-c3c(Cl)cccc3Cl)noc2C)cs1 | 1% | 0% | -11% | 19% | 3 | -0.6% | -13% | -94% | -4% | -41%
C=C(C)C1CC=C(CN2CCN(Cc3ccccc3)CC2)CC1 (stereo unspecified) | -5% | -4% | 33% | / | 6 | 0.3% | 1% | 0% | 4% | -40%[inhibitor]
Cc1nn(Cc2ccccc2)c2c1C(c1ccccc1)C(C#N)=C(N)O2 (stereo unspecified) | 6% | -6%[46.1 µM] | / | 11% | 2 | -2.4% | -10% | -1% | -5% | -3%

3 entries already listed, arranged by heavy-atom count, smallest number first:
SMILES | ELG1 DNA repair | TCR act | AT treatment | p53 reactivation | TRPV1 ag | B2AR arrestin | MLL CXXC-DNA inh | BRCA1 expr up | PTAP TSG101 blk | Integrin act MD
CN1C(=O)CC(NNC(=O)c2ccccc2)C1=O (stereo unspecified) | 0% | 2% | 6% | -6% | -4 | -0.2% | -10% | 9% | -5% | -6%
C=C(C)C1CC=C(CN2CCN(Cc3ccccc3)CC2)CC1 (stereo unspecified) | -5% | -4% | 33% | / | 6 | 0.3% | 1% | 0% | 4% | -40%[inhibitor]
CC(=O)Nc1ccc(S(=O)(=O)N2CCN=C2SCc2ccc([N+](=O)[O-])cc2)cc1 | ? | 7% | 8% | -8% | 1 | -1.0% | 2% | -61% | -4% | -33%
